M. tuberculosis: growth inhibition of non-replicating M. tuberculosis (AID 488890); inhibition, % at 25 µM, or IC50 in µM where a hit was titrated; Mycobacterium tuberculosis non-replicating, growth inhibition; higher % means a stronger effect; 320,000 tested, 0.39% active; in the data active means a potency from the dose series; inconclusive means inhibition mostly from about 82% at the one dose, without a potency; inactive means the rest, 99 in 100 with inhibition below about 76%;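 further: plate controls were DMSO cells for no effect and high antibiotic wells for full effect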
H1N1 NS1A inhibition: NS1A inhibition, H1N1 influenza, cell based functional assay (AID 504329); NS1A functional cell-based assay, percent inhibition; higher % means a stronger effect; inhibition, % at 12.5 µM, or IC50 in µM where a hit was titrated; 340,000 tested, 0.3% active; in the data active means a potency from the dose series; inconclusive means inhibition above about 27% without an active follow-up result; further: strong numbers were not always called active
PhoP GFP inhibition: Inhibition of PhoP regulon, Salmonella typhi GFP reporter cells, confirmation, 4 h (AID 1850); Salmonella Typhi PhoP-promoter GFP reporter, fluorescence, 4 h; higher % means a stronger effect; one-dose inhibition, % at 50 µM; IC50 in µM for titrated hits; 310,000 tested, 0.33% active; in the data active means a potency from the dose series; inconclusive means inhibition mostly from about 25% at the one dose, without a potency; inactive means the rest, 99 in 100 with inhibition below about 19%;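 further: 0% = induced wells with vehicle and 100% = uninduced wells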
M. tuberculosis HTS: M. tuberculosis growth inhibition, HTS (AID 449762). M. tuberculosis H37Rv growth inhibition, 7H9 media; higher % means a stronger effect. one-dose inhibition, % at 25 µM; IC50 in µM for titrated hits. 330,000 tested, 0.59% active; in the data active means a potency from the dose series; inconclusive means inhibition above about 70% without an active follow-up result;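 further: bacterial growth assessed after seven days of incubation; strong numbers were not always called active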
inhibitors of VEEV: inhibitors of VEEV TC-83 cytopathic effect, confirmation, Vero cells (AID 588727); Vero cells, VEEV TC-83 cytopathic effect inhibition; higher % means a stronger effect; inhibition, % at 20 µM; hits with a dose series show IC50 in µM; 350,000 tested, 0.13% active; in the data active means a potency from the dose series; inconclusive means inhibition mostly from about 14% at the one dose, without a potency; inactive means the rest, 99 in 100 with inhibition below about 12%; further: strong numbers were not always called active
inhibitors of VEEV 10K pilot screen: recorded beside inhibitors of VEEV, whose call it bears; inhibition, %; measured here: 10K pilot screen inhibition
Starred values were filed as active, the others as inactive. Outcome played no part in choosing rows; about 1.5% have a hit in one of these screens.

Results for Cc1ccnc(N/C=C(\C#N)c2nc(-c3cccc(Br)c3)cs2)c1 ?
M. tuberculosis: -5%; H1N1 NS1A inhibition: -7%; PhoP GFP inhibition: -45%; M. tuberculosis HTS: 23%; inhibitors of VEEV: inactive

How did CC1CN(C(=O)c2cccs2)CCN1C(=O)c1cccs1 (stereo not given) do in these assays?
M. tuberculosis: -2%; H1N1 NS1A inhibition: 5%; PhoP GFP inhibition: 11%; M. tuberculosis HTS: -2%; inhibitors of VEEV: 2.7%; inhibitors of VEEV 10K pilot screen: 1.4

What do the screens show for `O=C(NCC(c1ccco1)N1CCCCC1)c1cccc(S(=O)(=O)Nc2ccc(F)cc2)c1` (stereo not given)?
H1N1 NS1A inhibition: -9%; inhibitors of VEEV: 2.1%

Results for O=C(/C=C/c1ccc(N2CCC(c3ccccc3)=N2)cc1)c1ccccc1 ?
M. tuberculosis: inconclusive; PhoP GFP inhibition: 1%; M. tuberculosis HTS: 13%

Results for Cc1ccc(C)c(NC(=O)C2CCCN(S(=O)(=O)c3ccc4[nH]c(=O)ccc4c3)C2)c1 (stereo not given) ?
M. tuberculosis: -8%; H1N1 NS1A inhibition: -2%; PhoP GFP inhibition: 2%; M. tuberculosis HTS: -8%; inhibitors of VEEV: 0.4%

How did COc1ccc(/C=C/C(=O)c2ccc(O)cc2)cc1CN1CCOCC1 do in these assays?
M. tuberculosis: 55%; H1N1 NS1A inhibition: 2%; PhoP GFP inhibition: -9%; M. tuberculosis HTS: -5%; inhibitors of VEEV: 8.5µM*

How did Cn1nccc1NS(=O)(=O)c1ccc(F)cc1 do in these assays?
M. tuberculosis: -10%; H1N1 NS1A inhibition: 2%; PhoP GFP inhibition: 5%; M. tuberculosis HTS: -6%; inhibitors of VEEV: 1.9%

Results for N#Cc1ccc(CSc2ccc(S(=O)(=O)N3CCCCCC3)cn2)cc1 ?
H1N1 NS1A inhibition: -8%; inhibitors of VEEV: 4.4%

What do the screens show for `Cn1c(/N=C/c2ccccc2[N+](=O)[O-])nc2ccccc21`?
M. tuberculosis: 10%; H1N1 NS1A inhibition: -5%; PhoP GFP inhibition: -4%; M. tuberculosis HTS: 0%; inhibitors of VEEV: 0.8%

How did CC(=O)Nc1cccc(C(=O)OCC(=O)NCc2ccc(F)cc2)c1 do in these assays?
M. tuberculosis: 0%; H1N1 NS1A inhibition: 0%; PhoP GFP inhibition: 12%; M. tuberculosis HTS: -5%; inhibitors of VEEV: 0.1%

What do the screens show for `CCCCOc1ccc(C(=O)NCC(=O)OCC(=O)N2CCN(S(=O)(=O)c3ccc(C)cc3C)CC2)cc1`?
M. tuberculosis: 11%; H1N1 NS1A inhibition: 20%; PhoP GFP inhibition: -9%; M. tuberculosis HTS: -4%; inhibitors of VEEV: 0.2%

Results for CC(C)(C)c1ccc(O)c(O)c1 ?
M. tuberculosis: 75%; H1N1 NS1A inhibition: -8%; M. tuberculosis HTS: -8%; inhibitors of VEEV: inactive

Results for COc1ccc(CNC(=O)C2CCN(C(=O)Cc3ccccc3)CC2)cc1 ?
M. tuberculosis: -2%; H1N1 NS1A inhibition: 1%; PhoP GFP inhibition: 7%; M. tuberculosis HTS: -3%; inhibitors of VEEV: inactive

How did CS(=O)(=O)N(CC(=O)NCc1ccco1)c1ccc(OCc2ccccc2)cc1 do in these assays?
M. tuberculosis: -1%; H1N1 NS1A inhibition: 4%; PhoP GFP inhibition: -4%; M. tuberculosis HTS: -4%; inhibitors of VEEV: 1.7%

Results for COc1cccc(-c2nc(-c3ccc4c(c3)NC(=O)CO4)cs2)c1 ?
M. tuberculosis: 36%; H1N1 NS1A inhibition: -14%; PhoP GFP inhibition: 1%; M. tuberculosis HTS: inconclusive; inhibitors of VEEV: 11%

Results for Cc1ccc2nc(C)c(C(=O)N/N=C/c3ccc(N4CCOCC4)cc3)cc2c1 ?
M. tuberculosis: 8%; H1N1 NS1A inhibition: -2%; PhoP GFP inhibition: 4%; M. tuberculosis HTS: -7%; inhibitors of VEEV: 1.4%

How did COc1ccccc1CNC(=O)CS(=O)Cc1nc(-c2ccccc2C)oc1C (stereo not given) do in these assays?
M. tuberculosis: 24%; H1N1 NS1A inhibition: 9%; PhoP GFP inhibition: -2%; M. tuberculosis HTS: -2%; inhibitors of VEEV: 7.9%

What do the screens show for `COc1ccc(NC(=S)NC2CCCCC2)c(OC)c1`?
M. tuberculosis: inconclusive; H1N1 NS1A inhibition: -4%; PhoP GFP inhibition: 1%; M. tuberculosis HTS: 5%; inhibitors of VEEV: 2.7%

How did Cc1ccc(S(=O)(=O)NCc2ccc(C(=O)NC3CC3)cc2)cc1 do in these assays?
M. tuberculosis: 14%; H1N1 NS1A inhibition: -1%; PhoP GFP inhibition: 0%; M. tuberculosis HTS: 11%; inhibitors of VEEV: 0.5%

Results for COc1ccccc1NS(=O)(=O)c1cc2c3c(c1)CC(=O)N3CCC2 ?
M. tuberculosis: 7%; H1N1 NS1A inhibition: -2%; PhoP GFP inhibition: 11%; M. tuberculosis HTS: -1%; inhibitors of VEEV: 0.2%

How did Cc1oc(-c2ccccc2)cc1C(=O)NC1CCN(Cc2ccccc2)CC1 do in these assays?
M. tuberculosis: 0%; PhoP GFP inhibition: -2%; M. tuberculosis HTS: -1%; inhibitors of VEEV: 1.7%

Results for COc1ccc(NC(=O)C23CC4CC(CC(Cl)(C4)C2)C3)cc1S(=O)(=O)N1CCOCC1 ?
M. tuberculosis: 27%; H1N1 NS1A inhibition: -9%; M. tuberculosis HTS: 1%; inhibitors of VEEV: 9.7%

Results for Cc1ccc(S(=O)(=O)/C(C#N)=C/c2c(N3CCC(C(N)=O)CC3)nc3c(C)cccn3c2=O)cc1 ?
M. tuberculosis: 17%; H1N1 NS1A inhibition: 1%; PhoP GFP inhibition: 0%; M. tuberculosis HTS: -4%; inhibitors of VEEV: 3.4%

Results for CCS(=O)(=O)N1Cc2ccccc2CC1C(=O)NCCc1c[nH]c2ccccc12 (stereo not given) ?
M. tuberculosis: 15%; H1N1 NS1A inhibition: -1%; PhoP GFP inhibition: 6%; M. tuberculosis HTS: 3%; inhibitors of VEEV: 2.0%

How did CCOC(=O)c1c(C)n(C)c2ccc(OCC(O)Cn3c(C)nc4ccccc43)cc12 (stereo not given) do in these assays?
M. tuberculosis: inconclusive; H1N1 NS1A inhibition: 6%; PhoP GFP inhibition: -6%; M. tuberculosis HTS: inconclusive; inhibitors of VEEV: inactive

How did Cc1ccc(NNC(=O)c2ccc(Cl)cc2)nn1 do in these assays?
M. tuberculosis: -22%; H1N1 NS1A inhibition: -16%; PhoP GFP inhibition: 6%; M. tuberculosis HTS: 11%; inhibitors of VEEV: 2.2%

Results for O=C(CCC(=O)NNC(=O)c1ccccc1[N+](=O)[O-])NCc1ccccc1 ?
M. tuberculosis: 3%; PhoP GFP inhibition: -7%; M. tuberculosis HTS: -6%; inhibitors of VEEV: 0.6%

How did Cc1ccc(C(=O)OC(C)CN2CCN(C)CC2)cc1 (stereo not given) do in these assays?
M. tuberculosis: -7%; H1N1 NS1A inhibition: -1%; PhoP GFP inhibition: -4%; M. tuberculosis HTS: -8%; inhibitors of VEEV: inactive

What do the screens show for `CCCS(=O)(=O)N1CCN=C1SCc1ccc(F)cc1`?
M. tuberculosis: 17%; H1N1 NS1A inhibition: 3%; PhoP GFP inhibition: -1%; M. tuberculosis HTS: 4%; inhibitors of VEEV: 0.9%

Results for O=C(Cc1ccccc1)NCc1ccc(-n2cccc2)cc1 ?
M. tuberculosis: -7%; H1N1 NS1A inhibition: -6%; PhoP GFP inhibition: -3%; M. tuberculosis HTS: -6%; inhibitors of VEEV: 0.1%; inhibitors of VEEV 10K pilot screen: 3.3

What do the screens show for `O=C(CCc1ccccc1)Nc1ccnn1C1CCN(Cc2ccc(OCCO)cc2)CC1`?
M. tuberculosis: -4%; H1N1 NS1A inhibition: 6%; PhoP GFP inhibition: 2%; M. tuberculosis HTS: -8%; inhibitors of VEEV: inactive

Results for Cc1ccc(CNC(=O)C2CCCCN2S(=O)(=O)c2ccccc2)cc1 (stereo not given) ?
M. tuberculosis: 4%; H1N1 NS1A inhibition: -3%; PhoP GFP inhibition: 4%; M. tuberculosis HTS: 5%; inhibitors of VEEV: inactive

What do the screens show for `Cn1c(SCC(=O)Nc2nccs2)nnc1C1CC1`?
M. tuberculosis: -2%; H1N1 NS1A inhibition: -12%; PhoP GFP inhibition: 15%; M. tuberculosis HTS: 4%; inhibitors of VEEV: 2.7%

How did COc1ccccc1NC(=S)Nc1ccc2cn[nH]c2c1 do in these assays?
M. tuberculosis: 51%; H1N1 NS1A inhibition: -1%; PhoP GFP inhibition: 10%; M. tuberculosis HTS: 4%; inhibitors of VEEV: 2.3%

What do the screens show for `O=C1NC(c2ccccc2OC(F)F)Oc2ccccc21` (stereo not given)?
M. tuberculosis: 6%; H1N1 NS1A inhibition: 1%; PhoP GFP inhibition: -3%; M. tuberculosis HTS: 4%; inhibitors of VEEV: 1.1%

Results for O=C(CSc1ccccc1)NC(=O)NCc1ccccc1 ?
M. tuberculosis: 29%; H1N1 NS1A inhibition: -14%; PhoP GFP inhibition: 5%; M. tuberculosis HTS: -7%; inhibitors of VEEV: 0.5%

How did O=C(N/N=C/c1ccc(O)c(O)c1)c1cc(-c2ccccc2)nc2ccccc12 do in these assays?
M. tuberculosis: 20%; H1N1 NS1A inhibition: -1%; PhoP GFP inhibition: -6%; M. tuberculosis HTS: 0%; inhibitors of VEEV: 0.9%

How did CC1CCCN(S(=O)(=O)c2ccc(CN3C(=O)c4cccnc4C3=O)cc2)C1 (stereo not given) do in these assays?
M. tuberculosis: 0%; H1N1 NS1A inhibition: 15%; PhoP GFP inhibition: 2%; M. tuberculosis HTS: -6%; inhibitors of VEEV: 2.2%

How did COc1ccc(NC(=O)N2CCc3ccccc3C2)cc1OC do in these assays?
M. tuberculosis: -20%; H1N1 NS1A inhibition: -9%; PhoP GFP inhibition: -4%; M. tuberculosis HTS: -1%; inhibitors of VEEV: 9.0%

Results for CCOC(=O)C1(C(=O)OCC)CC1c1ccccc1 (stereo not given) ?
M. tuberculosis: 16%; H1N1 NS1A inhibition: 0%; PhoP GFP inhibition: -2%; M. tuberculosis HTS: -5%; inhibitors of VEEV: 0.8%

Filtered by structure: the compounds so far containing a nitro group on carbon.
What do the screens show for `Cn1c(/N=C/c2ccccc2[N+](=O)[O-])nc2ccccc21`?
M. tuberculosis: 10%; H1N1 NS1A inhibition: -5%; PhoP GFP inhibition: -4%; M. tuberculosis HTS: 0%; inhibitors of VEEV: 0.8%

Results for O=C(CCC(=O)NNC(=O)c1ccccc1[N+](=O)[O-])NCc1ccccc1 ?
M. tuberculosis: 3%; PhoP GFP inhibition: -7%; M. tuberculosis HTS: -6%; inhibitors of VEEV: 0.6%

Additional results follow:
What do the screens show for `CC(C)CNC(=O)C(=O)NCc1ccccc1`?
M. tuberculosis: 54%; H1N1 NS1A inhibition: 2%; PhoP GFP inhibition: -4%; M. tuberculosis HTS: -9%; inhibitors of VEEV: 0.7%

How did CN(C)S(=O)(=O)NCC1CCCN(Cc2cc3ccccc3s2)C1 (stereo not given) do in these assays?
M. tuberculosis: -28%; H1N1 NS1A inhibition: -2%; PhoP GFP inhibition: 0%; M. tuberculosis HTS: 7%; inhibitors of VEEV: 1.1%

What do the screens show for `O=C(c1ccco1)N1CCN(C(=O)c2ccc(-c3cccc(C(F)(F)F)c3)o2)CC1`?
M. tuberculosis: -2%; H1N1 NS1A inhibition: -11%; PhoP GFP inhibition: 6%; M. tuberculosis HTS: inconclusive; inhibitors of VEEV: 8.4%

Results for CCOc1cc(C(=O)Nc2ccc(C)cc2O)ccc1OCC(=O)N1CCOCC1 ?
M. tuberculosis: -2%; H1N1 NS1A inhibition: -14%; PhoP GFP inhibition: 4%; M. tuberculosis HTS: 2%; inhibitors of VEEV: 9.0%

How did CCN(CC)S(=O)(=O)c1ccc(C)c(NC(=S)N2CCN(Cc3ccc4c(c3)OCO4)CC2)c1 do in these assays?
M. tuberculosis: 4%; H1N1 NS1A inhibition: 1%; PhoP GFP inhibition: 4%; M. tuberculosis HTS: 0%; inhibitors of VEEV: 4.9%

How did Cc1ccc(S(=O)(=O)N(C)CC(=O)NCCCc2ccccc2)cc1 do in these assays?
M. tuberculosis: 4%; H1N1 NS1A inhibition: 1%; PhoP GFP inhibition: -1%; M. tuberculosis HTS: -5%; inhibitors of VEEV: inactive

What do the screens show for `COc1cc(CO)ccc1OCc1ccc(Cl)nc1`?
M. tuberculosis: -1%; H1N1 NS1A inhibition: 9%; PhoP GFP inhibition: 0%; M. tuberculosis HTS: -1%; inhibitors of VEEV: 0.9%

Screening results as filed in PubChem BioAssay.
